Assay outcomes from PubChem BioAssay.
LYPLA2 inh = counter-screen for PME1 inhibitors: inhibitors of human LYPLA2; O95372; recombinant LYPLA2, FP-Rh probe fluorescence polarization; inhibition, % at 5.9 µM; 320,000 tested, 0.38% active; AID 2177;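 active = inhibition above the screen-wide mean plus 3 SD, limit set per campaign, cut at about 26% in these data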;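 also: 0% = LYPLA2 with DMSO and 100% = wells lacking LYPLA2 enzyme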
PREPL inh = human PREPL enzyme inhibition; Q4J6C6; AID 2751; inhibition, % at 5.96 µM; 320,000 tested, 0.68% active; recombinant PREPL, fluorescence polarization activity-based probe; in the data active = inhibition above about 43%;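 also: 0% = enzyme with DMSO and 100% = wells lacking enzyme; many of its hits are not listed in these tables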
Target sequence (Q4J6C6 whole entry, looked up): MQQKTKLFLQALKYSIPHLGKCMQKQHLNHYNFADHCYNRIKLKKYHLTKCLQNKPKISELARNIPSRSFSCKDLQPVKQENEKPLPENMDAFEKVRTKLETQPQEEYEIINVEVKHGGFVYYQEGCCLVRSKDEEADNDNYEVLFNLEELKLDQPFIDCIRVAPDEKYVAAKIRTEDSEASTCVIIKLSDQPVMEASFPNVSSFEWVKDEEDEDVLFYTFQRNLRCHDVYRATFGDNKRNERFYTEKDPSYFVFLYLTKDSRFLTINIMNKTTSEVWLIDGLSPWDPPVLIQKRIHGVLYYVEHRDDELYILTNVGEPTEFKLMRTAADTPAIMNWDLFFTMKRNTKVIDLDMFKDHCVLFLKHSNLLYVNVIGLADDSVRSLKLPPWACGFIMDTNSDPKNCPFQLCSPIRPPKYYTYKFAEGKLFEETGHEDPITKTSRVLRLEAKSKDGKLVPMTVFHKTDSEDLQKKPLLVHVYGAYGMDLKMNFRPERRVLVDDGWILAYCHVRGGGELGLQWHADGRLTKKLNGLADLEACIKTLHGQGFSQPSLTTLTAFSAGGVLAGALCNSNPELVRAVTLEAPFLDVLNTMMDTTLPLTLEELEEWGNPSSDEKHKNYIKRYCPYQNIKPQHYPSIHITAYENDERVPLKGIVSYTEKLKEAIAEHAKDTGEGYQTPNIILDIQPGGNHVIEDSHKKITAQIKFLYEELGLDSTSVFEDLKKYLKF
LYPLA1 inh = blocks human lysophospholipase 1, a PME1 counter-screen. O75608. recombinant LYPLA1, FP-Rh probe fluorescence polarization. inhibition, % at 5.9 µM. 320,000 tested, 0.16% active;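 active = inhibition above the mean of all tested compounds plus 3 SD, set per campaign, cut at about 14% in these data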;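 also: inhibitors block serine hydrolase probe labeling of LYPLA1 so polarization falls; 0% = enzyme with DMSO and 100% = wells lacking LYPLA1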
Target sequence (O75608 whole entry, looked up): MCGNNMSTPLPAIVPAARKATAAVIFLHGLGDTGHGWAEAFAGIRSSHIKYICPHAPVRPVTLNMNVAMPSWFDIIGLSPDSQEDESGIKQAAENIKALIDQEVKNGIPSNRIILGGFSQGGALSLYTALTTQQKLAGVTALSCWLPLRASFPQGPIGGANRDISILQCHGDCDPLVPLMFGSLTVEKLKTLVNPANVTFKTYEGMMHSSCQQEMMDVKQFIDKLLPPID
PAFAH1B3 FP inh = PAFAH1B3 (human) inhibition; recombinant PAFAH1B3, FP-rhodamine probe, fluorescence polarization; Q15102; AID 492972; inhibition, % at 3.39 µM; 340,000 tested, 0.28% active;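 active = inhibition above the screen-wide average of all tested compounds plus 3 SD, cut at about 25% in these data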;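 also: 0% = enzyme with DMSO only and 100% = wells lacking PAFAH1B3 protein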
PAFAH2 FP inh = inhibitors of human PAFAH2; 340,000 tested, 0.99% active; inhibition, % at 3.39 µM; Q99487; recombinant PAFAH2, FP-rhodamine activity probe, fluorescence polarization;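 active = inhibition above the mean over all tested compounds plus 3 SD, cut at about 30% in these data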;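 also: inhibitors block probe labeling of enzyme so polarization drops; 0% = enzyme with DMSO and 100% = wells lacking PAFAH2 protein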
PAFAH1B2 FP inh = blocks human PAF acetylhydrolase 1b catalytic subunit 2 | P68402 | recombinant PAFAH1B2, FP-rhodamine activity probe, fluorescence polarization | inhibition, % at 3.39 µM | 340,000 tested, 1.2% active;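 active = inhibition above the mean of all tested compounds plus 3 SD, cut at about 24% in these data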;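 also: 0% = enzyme with DMSO and 100% = wells lacking PAFAH1B2; many of its hits are not listed in these tables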
pPAFAH FP inh = inhibitors of human plasma PAF acetylhydrolase (pPAFAH); Q13093; recombinant pPAFAH, FP-rhodamine probe fluorescence polarization; inhibition, % at 3.39 µM; 330,000 tested, 1.5% active;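 active = inhibition above the mean inhibition across the screen plus 3 SD, cut at about 25% in these data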;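 also: inhibitors block binding of the rhodamine activity-based probe so polarization drops; 0% = enzyme with DMSO and 100% = wells lacking pPAFAH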
ZTA counter = blocks Epstein-Barr virus ZTA, an EBNA-1 counter-screen; AID 2234; inhibition, % at 11 µM; 320,000 tested, 0.15% active; ZTA-DNA binding, fluorescence polarization; in the data active = inhibition above about 33%
EBNA-1 inhibitor = blocks EBNA-1 binding to DNA; EBNA-1 DNA binding, fluorescence polarization; inhibition, % at 14.8 µM; 300,000 tested, 0.34% active; in the data active = inhibition above about 28%
The depositor's hits bear a star; / = no result given. Some of the compounds tested, so the mix of outcomes need not match the whole.

Results follow in this order: LYPLA2 inh | PREPL inh | LYPLA1 inh | PAFAH1B3 FP inh | PAFAH2 FP inh | PAFAH1B2 FP inh | pPAFAH FP inh | ZTA counter | EBNA-1 inhibitor
COc1ccc(CN2CCC(=O)N([C@H](CO)c3ccccc3)CC2)cc1OC
    7.0 | 5.4 | 0.3 | 6.4 | -3.8 | 8.4 | 5.4 | -5.5 | -0.4
COc1ccccc1OCC(=O)Nc1ccc2c(c1)n(C)c(=O)n2C
    0.1 | 9.9 | -1.7 | 1.0 | -10.4 | 2.0 | -0.1 | 4.0 | 7.2
c1ccc(COCCC2CO2)cc1 (configuration not stated)
    -5.7 | -4.4 | -1.4 | / | / | / | 2.5 | 7.7 | 8.7
COc1ccccc1N1CCN(C(c2ccc(C)cc2)c2nnnn2C(C)C)CC1 (configuration not stated)
    6.9 | 1.8 | 3.5 | 3.2 | 3.8 | 2.0 | -1.5 | -4.3 | -21.6
O=C1c2ccccc2C(=O)N1Cc1nc2ccccc2o1
    -1.7 | -1.6 | 2.0 | 1.9 | 4.8 | -1.2 | 1.8 | 4.6 | 2.9
O=C(CSCc1ccccc1)NC1CCSC1=O (configuration not stated)
    1.2 | 9.7 | -2.4 | 1.7 | 5.6 | 1.9 | 9.4 | 8.9 | 5.0
Cc1sc(N2C(=O)C3C(C2=O)[C@H]2C=C[C@@H]3C2)c(C#N)c1C (some centres not stated)
    -0.8 | -0.7 | -0.8 | 7.1 | 6.3 | 5.5 | 5.3 | -8.1 | -10.6
Cc1ccc(-n2c(C)cc(=O)cc2C)c(C)c1
    7.5 | 36.8 | 5.6 | 0.4 | 4.3 | 2.3 | 4.8 | -5.7 | 0.2
CCc1n[nH]c(=S)n1N=C1CCC(C)CC1 (configuration not stated)
    4.1 | -0.2 | 3.0 | 6.7 | 2.4 | 2.1 | 4.8 | -28.4 | -1.6
COc1cc(OC)c(C2N(C)c3ccccc3N2C)cc1OC
    2.0 | 22.4 | 0.6 | / | / | / | -0.1 | -6.0 | 4.8
CSCC[C@H](NC(=O)c1cccc([N+](=O)[O-])c1C)c1nc2ccccc2[nH]1
    2.0 | -2.5 | 1.6 | 5.6 | -1.4 | 7.0 | 0.8 | -20.5 | -11.9
COCCCNc1nc2nonc2nc1N1CCC(C(C)N2CCOCC2)CC1 (configuration not stated)
    10.0 | 10.4 | 1.9 | 5.8 | -4.8 | -0.3 | 6.8 | -1.9 | 9.5
COc1cc(NC(=O)c2cccs2)ccc1NC(=O)c1ccco1
    -7.4 | 11.8 | -5.3 | 1.9 | -2.6 | -0.8 | -6.1 | -10.6 | -8.3
CCOC(=O)C1CCN(Cc2ccc(F)cc2F)CC1
    0.0 | 11.9 | -1.7 | -0.9 | -0.6 | 1.3 | 0.6 | -16.2 | -5.1
c1ccc(Cn2ncc3ccccc32)cc1
    2.7 | 28.2 | 0.7 | 8.6 | -2.2 | 6.1 | -3.0 | -8.2 | -8.7
COc1ccc(N2CC(C(=O)Nc3nnc(SCCC4OCCO4)s3)CC2=O)cc1 (configuration not stated)
    -2.5 | 7.3 | 1.5 | 8.7 | 4.3 | 10.7 | 6.6 | 4.5 | -3.3
O=C(/C=C/c1cccc(Br)c1)c1ccc2c(c1)OCO2
    -7.3 | -4.7 | -7.7 | 6.9 | -3.1 | 0.1 | 5.2 | 20.3 | -3.1
Cc1ccccc1CN(C)C(=O)COC(=O)CSc1ccc([N+](=O)[O-])cc1
    4.4 | -0.2 | 2.8 | 0.1 | 0.2 | 5.4 | 6.0 | 0.6 | 1.2
Cc1ccc(N2CN=C3SCC(=O)N3C2)cc1C
    3.4 | -2.4 | 2.7 | 4.2 | -1.4 | -1.7 | 0.3 | -19.0 | -8.3
CC(C)CN1C(=S)SC(C)(C)C1n1oc(=O)n(-c2ccc(Cl)cc2)c1=O (configuration not stated)
    -19.0 | -7.0 | -6.7 | -0.1 | -12.0 | 3.6 | -0.1 | -15.2 | -1.0

Looked up above:
CSCC[C@H](NC(=O)c1cccc([N+](=O)[O-])c1C)c1nc2ccccc2[nH]1 @ ZTA counter: -20.5
CCOC(=O)C1CCN(Cc2ccc(F)cc2F)CC1 @ PREPL inh: 11.9
O=C(/C=C/c1cccc(Br)c1)c1ccc2c(c1)OCO2 @ PAFAH1B3 FP inh: 6.9

Going on with the list.
Results follow in this order: LYPLA2 inh | PREPL inh | LYPLA1 inh | PAFAH1B3 FP inh | PAFAH2 FP inh | PAFAH1B2 FP inh | pPAFAH FP inh | ZTA counter | EBNA-1 inhibitor
O=CN/N=C/c1c(O)ccc2ccccc12
    -4.1 | 5.9 | 0.0 | 4.1 | 0.6 | 3.6 | 0.5 | 2.3 | -11.8
CC(=O)c1cccc(NC(=O)N2CCCCCC2)c1
    -3.3 | 16.7 | 6.2 | 6.3 | -0.2 | 2.0 | 1.1 | -5.8 | 7.8
CCc1cccc(CC)c1NC(=O)Cn1c(-c2ccccc2Cl)nc2ccccc21
    -1.8 | 0.8 | -2.7 | 10.1 | 0.1 | 3.6 | 6.7 | 4.7 | 18.5
Cc1ccc(NC(=O)CSCc2cc(=O)n3nc(C4CC4)sc3n2)cc1
    -1.9 | 0.4 | 0.2 | 5.0 | -1.7 | 4.7 | 7.6 | -16.3 | -12.7
CCc1nccn1C(=O)c1cnn2c(C(F)F)cc(-c3ccccc3)nc12
    -1.1 | -0.1 | -1.1 | / | / | / | 4.1 | -6.3 | -7.4
COc1cc(OC)c(C(=O)OCC(=O)N(Cc2ccccc2)C(C)(C)C)cc1OC
    1.5 | 18.8 | -0.1 | 6.7 | 7.0 | 1.9 | 5.3 | -13.5 | -1.6
CCCc1cc(=O)oc2cc(C)cc(OC(C)C(=O)N[C@@H](Cc3c[nH]c4ccccc34)C(=O)O)c12 (some centres not stated)
    4.7 | -1.6 | 2.4 | 8.0 | 7.6 | 12.8 | 5.0 | 7.1 | -0.8
COc1ccc(N2C(=O)CCC(C(=O)N(C)C3CCCCC3)C2c2ccc(OC)c(OC)c2)cc1 (configuration not stated)
    -0.1 | -11.2 | -2.3 | / | / | / | 5.8 | 2.6 | -2.4
CCCCC(=O)Nc1nc(C)c(-c2csc(Nc3ccccc3OC)n2)s1
    -11.2 | 1.5 | -9.9 | 6.5 | -0.6 | 9.2 | 17.4 | -6.4 | 5.8
CCn1c(=O)c(CCC(=O)NCCN2CCOCC2)c(C)c2c(C)nn(-c3cccc(C)c3)c21
    6.3 | 1.7 | 4.5 | 3.7 | 2.7 | 4.8 | -7.8 | -10.5 | 3.7
CCCNc1nc(Cl)nc(Nc2ccc(Cl)cc2)n1
    -9.0 | -10.8 | -7.0 | 7.2 | -1.8 | 1.8 | -2.5 | -18.3 | -1.7
Cc1cc(C)cc(NC(=O)C2CCCC2)c1
    0.4 | 13.8 | -0.5 | 4.5 | 5.1 | 2.0 | -1.0 | -9.9 | -3.8
COc1cc(/C=C/C(=O)OCC(=O)NCCCc2ccccc2)cc(OC)c1OC
    / | 24.1 | / | 5.4 | 19.2 | 4.4 | 7.3 | / | /
NC(=NCCc1c[nH]c2ccccc12)NC(=O)c1ccc(Cl)cc1
    9.5 | -65.0 | 1.0 | 12.0 | 3.4 | 3.5 | 5.0 | -29.2 | 0.5
COc1ccccc1OCCCC(=O)NCc1ccco1
    -5.6 | 10.6 | 1.7 | 12.3 | 0.7 | 4.4 | 1.9 | -14.8 | -1.3
Cc1nc(C(N)=O)c(N)n1CCc1ccccc1
    0.9 | 13.2 | -0.1 | 4.1 | 7.6 | 0.5 | 4.9 | 12.8 | 5.5
Cc1ccnc(NC(=O)CNC(=O)c2ccco2)c1
    -0.8 | 5.7 | 3.0 | 0.5 | 0.0 | 3.1 | -2.9 | 3.5 | 22.1
CCOC(=O)N1CCN(c2ccc(N3C(=O)CCCC3=O)cc2[N+](=O)[O-])CC1
    -4.4 | -2.6 | -4.7 | -0.1 | 4.4 | 2.9 | -3.6 | -8.6 | -2.2
O=C1CC(N2CCN(c3ccccc3)CC2)C(=O)N1c1ccc2c(c1)OCO2 (configuration not stated)
    -0.9 | 9.3 | 3.2 | 3.7 | 0.2 | 3.2 | 2.0 | -14.8 | 0.5
O=C(COC(=O)c1cccc(NS(=O)(=O)c2ccc(F)c(F)c2)c1)NC(=O)NC1CCCCC1
    -2.8 | 2.5 | -5.0 | 2.9 | 6.6 | 6.8 | 18.4 | -14.7 | -1.2
c1ccc(-c2nnc(OCCN3CCOCC3)c3ccccc23)cc1
    12.3 | 18.1 | -4.2 | 6.8 | -4.9 | -4.5 | 8.3 | -7.0 | -1.1
CCOC(=O)Cc1c(C)nc2c(-c3ccccc3OC)c(C)nn2c1C
    8.0 | 13.2 | 0.9 | 10.4 | -0.2 | -0.5 | 0.3 | -6.7 | -3.6
Cc1occc1C(=O)N1CCCC(CCC(=O)NCc2ccc(F)c(F)c2)C1 (configuration not stated)
    4.2 | -0.2 | 0.0 | 6.8 | 2.4 | 5.8 | 1.4 | 5.7 | 8.9
COc1ccc(C(=O)CC(=O)C(=O)Nc2cccc([N+](=O)[O-])c2C)cc1
    -2.8 | 9.2 | -1.5 | 10.7 | -0.2 | 6.3 | 0.9 | -4.2 | -14.8
S=C(NCc1ccco1)Nc1cccc(Cl)c1Cl
    9.8 | 17.4 | 0.8 | / | / | / | -1.9 | -17.5 | -6.7
N#Cc1c(=O)c2nc(NCCCO)ncc2n2c(=O)c3ccccc3[nH]c12
    -4.8 | 4.2 | 0.6 | 7.9 | 7.4 | 8.0 | 4.5 | -20.1 | -9.8
O=C(Cn1cnc2c(oc3ccccc32)c1=O)NCC1CCCO1 (configuration not stated)
    -1.0 | -8.5 | -0.6 | 2.1 | 8.2 | 0.7 | 1.8 | -0.5 | 0.8
COc1ccccc1NS(=O)(=O)c1ccc(C)c(C(=O)NCc2cccnc2)c1
    1.0 | 3.0 | 0.8 | 1.7 | 1.5 | 5.1 | -1.1 | -12.9 | /
COC(=O)[C@]1(C)N[C@H](c2ccc(-c3ccccc3)cc2)[C@@H]2C(=O)N(C)C(=O)[C@@H]21
    -0.7 | 0.2 | 5.8 | 0.5 | 2.9 | 8.1 | 4.2 | -11.5 | -10.1
Cn1ccnc1Sc1ccc(C=O)cc1[N+](=O)[O-]
    -0.3 | 5.6 | 1.6 | 3.5 | -0.5 | 0.0 | 0.5 | -14.2 | -11.2
O=C(CN1C(=O)COc2ccccc21)Nc1ccccc1F
    -1.9 | -5.7 | 3.4 | 6.2 | -4.5 | 3.3 | -1.4 | 6.8 | -4.4
COc1ccc(NC(=O)C2C3C=CC(O3)C2C(=O)NCc2cccnc2)cc1 (configuration not stated)
    -7.0 | -1.1 | 0.5 | 7.8 | -3.5 | 4.3 | -0.1 | 25.4 | 4.8
O=C(NNc1cc(Cl)ccc1Cl)c1cccnc1Cl
    -1.6 | -3.5 | -2.3 | -2.8 | -7.1 | 5.5 | 1.8 | -2.3 | -8.0
O=C(CSc1nnc(-c2ccc(F)cc2)o1)N1CCN(C(=O)c2ccco2)CC1
    -0.8 | 15.2 | 2.0 | 4.7 | 7.1 | 3.0 | -3.3 | 8.5 | -2.9
O=C(CN1C(=O)CSc2ccc(S(=O)(=O)N3CCOCC3)cc21)NCCCN1CCOCC1
    -1.3 | 6.0 | -0.8 | 0.7 | -1.5 | -0.7 | 2.0 | 0.1 | -5.6

Some entries already given, reduced to EBNA-1 inhibitor, pPAFAH FP inh and PREPL inh.
| smiles | EBNA-1 inhibitor | pPAFAH FP inh | PREPL inh |
| --- | --- | --- | --- |
| COc1ccc(NC(=O)C2C3C=CC(O3)C2C(=O)NCc2cccnc2)cc1 (configuration not stated) | 4.8 | -0.1 | -1.1 |
| O=C(NNc1cc(Cl)ccc1Cl)c1cccnc1Cl | -8.0 | 1.8 | -3.5 |
